aSyn yeast rescue: alpha-synuclein toxicity suppression in yeast | S. cerevisiae alpha-synuclein toxicity rescue, BacTiter-Glo growth, 24 h | Potency, µM (top dose mostly 46.1 µM), for the others: at the top dose growth rescue (activation), hits mostly activators | 94,000 tested, 0.02% active | AID 1347070; active = well fitted activation curve with a large enough effect; inconclusive = small, poorly fitted or top-dose-only effect; note: 0% is about no effect
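Growth restoration measured by BacTiter-Glo luminescence after 24 hr at 30 deg C; alpha-synuclein yeast, raffinose-pregrown to mid-log, were added at OD600=0.02 in galactose medium onto pinned compounds.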
An asterisk follows results filed as active; u = inconclusive; & = joins results of further samples. Potency is the fitted concentration of half-maximal effect. Not all compounds are listed; the hit share may differ from the screen's.

SMILES,aSyn yeast rescue
O=C(CN1C(=O)NC2(CCc3ccccc32)C1=O)NC1CCCCC1 (stereo not given),-10.1%
O=C(Nc1ccc(Cl)cn1)C1COc2ccccc2O1 (stereo not given),-15.0%
COc1cc2cc(CNc3ccc(C)cc3)c(=O)n(CC(=O)Nc3ccc(C(C)C)cc3)c2cc1OC,-9.7%
CC(=O)N1c2ccccc2Sc2ccc3ccccc3c21,25.9%
COc1ccc(CCNC(=O)c2cc3ccccn3n2)c(OC)c1OC,8.2%
NC(N)=Nc1nc2ccc(Br)cc2c(=O)[nH]1,-15.0%
CCC(=O)N1CCc2cc(Br)cc(S(=O)(=O)CCC(=O)NCCc3ccc(OC)c(OC)c3)c21,-5.8%
O=C(CN1C(=O)C2CC=CCC2C1=O)Nc1ccc(S(=O)(=O)Nc2ncccn2)cc1 (stereo not given),-7.5%
CCCc1nnc(SCC(=O)Nc2ccc3c(c2)OCCO3)n1CCOC,4.9%
C[C@@H]1CCCCO[C@@H](CN(C)S(=O)(=O)c2cccs2)[C@@H](C)CN([C@H](C)CO)C(=O)c2cc(NS(=O)(=O)c3ccccc3)ccc2O1,-8.6%
CC(=O)N1CCCc2cc(S(=O)(=O)N3CCCC(C(=O)Nc4ccc(C)cc4C)C3)ccc21 (stereo not given),-9.8%
O=C(NCCc1ccccc1)c1ccc(S(=O)(=O)N2CCCCC2)cc1,4.3%

Pulled by compound from above:
SMILES,aSyn yeast rescue
O=C(NCCc1ccccc1)c1ccc(S(=O)(=O)N2CCCCC2)cc1,4.3%
CC(=O)N1CCCc2cc(S(=O)(=O)N3CCCC(C(=O)Nc4ccc(C)cc4C)C3)ccc21 (stereo not given),-9.8%
C[C@@H]1CCCCO[C@@H](CN(C)S(=O)(=O)c2cccs2)[C@@H](C)CN([C@H](C)CO)C(=O)c2cc(NS(=O)(=O)c3ccccc3)ccc2O1,-8.6%
CC(=O)N1c2ccccc2Sc2ccc3ccccc3c21,25.9%
O=C(CN1C(=O)NC2(CCc3ccccc32)C1=O)NC1CCCCC1 (stereo not given),-10.1%
NC(N)=Nc1nc2ccc(Br)cc2c(=O)[nH]1,-15.0%
O=C(CN1C(=O)C2CC=CCC2C1=O)Nc1ccc(S(=O)(=O)Nc2ncccn2)cc1 (stereo not given),-7.5%

More compounds follow:
SMILES,aSyn yeast rescue
CCN(C(=O)c1cn(-c2ccc(OC)cc2)c(=O)c2ccccc12)c1cccc(Cl)c1,0.7%
CCc1ccc(CNC(=O)c2cc3n(n2)CCCN(Cc2ccccc2)C3=O)cc1,-0.2%
COc1ccc(C(=O)c2sc3nc(-c4ccc(F)cc4)ccc3c2N)cc1,3.4%
O=c1nc(Nc2ccc([N+](=O)[O-])cc2)[nH]c(=O)[nH]1,2.2%
CN(C)c1ccc(CN2CCc3nc(N4CCN(c5ccccn5)CC4)ncc3C2)cc1,-3.3%
CC(=O)c1ccc(OCCCC(=O)NC2CCC(C)CC2)cc1 (stereo not given),0.8%
O=C(Cc1ccccc1F)Nc1ccc2c(c1)CCC2,-6.8%
CCn1c(SCC(=O)NC2CCCC2)nnc1C(C)C,-8.9%
COc1ccc(S(=O)(=O)N2CCCCCC2)cc1NC(=O)CCNC(=O)c1ccccc1Cl,-1.1%
COc1cccc(CNC(=O)N2CCN(S(=O)(=O)c3ccc(Cl)cc3)CC2)c1,-4.7%
COc1ccc(N2CC(NC(=O)CCCc3ccccc3)CC2=O)cc1 (stereo not given),-2.9%
Cc1ccc(S(=O)(=O)c2nc(-c3cccc(C)c3)oc2N2CCCCC2)cc1,19.7%
CCc1ccc(S(=O)(=O)Nc2ccc3c(c2)sc(=O)n3C)cc1,-14.0%
O=C(CN1c2ccccc2S(=O)(=O)c2ccccc21)Nc1ccccc1Cl,3.0%
Brc1ccccc1-n1ncc2c1ncn1nc(Cc3ccccc3)nc21,3.0%
CCc1nnc(NC(=O)CSc2nnc(Cc3cccn3C)n2CCOC)s1,1.0%
Cc1ccc(C)c(NC(=O)C(=O)NCCCN2CCOCC2)c1,2.4%&1.0%
CC(C)Cn1c(CN(C)Cc2ccccc2)nc2c1c(=O)n(C)c(=O)n2C,-8.3%
CCCOc1ccc(-c2nn(-c3ccccc3)cc2C2NC(=O)NC(C)=C2C(=O)OC)cc1C (stereo not given),5.7%
CCc1ccc(CN2CCc3nc(Nc4ccc5c(c4)OCCO5)ncc3C2)cc1,-3.0%
CCOc1ccc(CC2c3cc(OCC)c(OCC)cc3CCN2C(=O)CN2CCN(C)CC2)cc1OCC (stereo not given),6.7%
C=CCC(CC=C)(CNC(=O)C(=O)Nc1ccc(C(=O)OCC)cc1)c1ccccc1,-9.8%
CN(C(=O)COc1ccccc1)c1ccc([N+](=O)[O-])cc1,-1.8%
Cc1cccc(CC(=O)Nc2cccc(-c3cn4cccnc4n3)c2)c1,-7.4%
Cc1cccc(N(Cc2ccccc2)C(=O)CCl)c1,0.1%
Cc1cccc2c1-c1sc(C(=O)N3CCN(c4ccc(F)cc4)CC3)cc1CO2,5.1%
CCc1cccc(C)c1NC(=O)C(CC)n1nc(C)c2c(C)n(-c3ccccc3)nc2c1=O (stereo not given),6.0%
COc1ccc(-c2ocnc2C(=O)Nc2ccc3c(c2)CCC3)cc1,4.1%
COc1ccc(C(CC(=O)Nc2ccc(C(C)=O)cc2)N2Cc3ccccc3C2=O)cc1 (stereo not given),-3.5%
CCCCN(C)CC(O)Cn1cc(/C=C/C(=O)c2ccc(Br)cc2)c2ccccc21 (stereo not given),-0.7%
CCC1CN(C(=O)N2CCC(C(=O)Nc3cc(C)ccc3C)CC2)c2ccccc2O1 (stereo not given),0.6%
COc1ccc(-c2cn3nc(N4CCCC(C(=O)Nc5cccc(OC)c5)C4)sc3n2)cc1 (stereo not given),1.6%
CCN(c1cccc(C)c1)S(=O)(=O)c1nnc(NC(=O)C2CCCCC2)s1,1.3%
COc1ccc(/C=C(\C#N)C(=O)OC2CCOC2=O)cc1 (stereo not given),13.1%
O=C(COC(=O)C1=COCCO1)NCc1ccc(Cl)cc1Cl,4.6%
CCOC(=O)c1ccc(NC(=S)NCCc2ccc(F)cc2)cc1,-16.5%
Cc1ccccc1C(=O)Nc1ccc2nc(Nc3cccc(C(F)(F)F)c3)cc(C)c2c1,-9.2%
COc1ccc2c(CNCc3cccs3)c(C(=O)O)n(Cc3ccc(F)cc3Cl)c2c1,0.6%
COc1ccccc1CNc1nc(-c2ccco2)nn1C(=O)c1ccccc1[N+](=O)[O-],0.1%
Cc1ccc(Cn2cccc(NC(=O)CCC3CCCC3)c2=O)cc1,6.3%
Cc1ccc(S(=O)(=O)N2CCCC2CNC(=O)C(=O)NC2CCCC2)cc1 (stereo not given),-4.4%
CCc1ccc(NC(=O)c2ccc3c(c2)CCN3S(C)(=O)=O)cc1,-5.8%
O=C(O)CC1(CC(=O)Nc2cccc(C(=O)O)c2)CCCC1,4.8%
Cc1sc(NC(=O)COc2ccccc2)c(C#N)c1C,-14.9%
CC(Oc1ccccc1Cl)C(=O)N(Cc1cccs1)C1CCS(=O)(=O)C1 (stereo not given),0.3%
Cc1nn(CC(=O)NCCC2=CCCCC2)c(C)c1[N+](=O)[O-],-3.8%
COc1ccc(C(=O)COC(=O)COc2cccc3c2OC(C)(C)C3)c(OC)c1,5.4%
COc1cccc(Cn2nnc3c(=O)[nH]c(C4CCCN(C(=O)c5ccccc5Cl)C4)nc32)c1 (stereo not given),3.6%
COc1ccc(-c2cc(NCc3ccc(C)cc3)n3cnnc3n2)cc1,5.0%
C[C@@H]1CN([C@H](C)CO)C(=O)c2cc(Br)cnc2O[C@H]1CN(C)C(=O)Cc1ccccc1,6.1%
COCCn1c(N)c(Sc2ccccc2)c(=O)[nH]c1=O,-14.0%
CCCN(C(=O)COC(=O)c1cc(CC)c(C)s1)c1c(N)n(Cc2ccccc2)c(=O)[nH]c1=O,2.1%
CCCn1ccc2c(OCC(=O)NCc3ccc(C)cc3)cccc2c1=O,6.6%
Cc1ccc(S(=O)(=O)N2C[C@]3(O)C[C@@H]4C(=O)N(c5ccccc5)C(=O)[C@@H]4C[C@]3(OC(=O)Nc3cccs3)C2)cc1,2.8%
COc1ccc(-n2cc(CNCc3cnc4ccccn34)c(-c3cccc(F)c3)n2)cc1,-5.9%
CCOC(=O)c1cn(Cc2ccc(Br)cc2)nn1,-4.3%
COc1ccc(NC(=O)CN(C)C(=O)c2ccc(NC3CC3)c([N+](=O)[O-])c2)cc1,2.0%
CCCCNC(=O)c1nn(C)c2c1CSc1ccccc1-2,-3.1%
COc1ccc(C(=O)Nc2nonc2-c2ccc(OC)c(OC)c2)cc1Cl,-14.6%
CCOc1ccc(OCC)c(NC(=O)CCc2nc3cccnc3n2-c2ccccc2)c1,6.0%

Going on with the list.
SMILES,aSyn yeast rescue
COc1ccc(OC)c(C(=O)COC(=O)c2cccnc2SC)c1,8.8%
NS(=O)(=O)c1ccc(NC(=S)NCc2cccs2)cc1,-4.9%
COc1cc(S(=O)(=O)n2ccc(C)n2)c(C)cc1C,10.0%
COc1ccc(S(=O)(=O)N2CCN(c3ccc(Cl)c(Cl)c3)CC2)c2ccccc12,7.0%
COc1ccc(C(=O)NCCc2csc(-c3ccc(Cl)cc3)n2)c(OC)c1,-7.3%
O=C(COc1ccc2ccccc2c1Br)NCc1ccccn1,0.6%
COc1ccc(C2c3c(n(C)c4ccccc34)C(=O)N2CC(=O)Nc2c(C)cc(C)cc2C)cc1 (stereo not given),7.2%
CCOC(=O)c1cc(S(=O)(=O)N2CCN(c3cc(Cl)ccc3C)CC2)[nH]n1,u
CCOc1cccc(C2CC(=O)Nc3cc(OC)c(OC)cc32)c1 (stereo not given),-2.3%
Cc1ccc(OCCCC(=O)N(C)CC(=O)Nc2ccccc2Br)cc1,8.9%
CC1CCc2[nH]c3ccc(C(=O)N(C)CC(=O)Nc4ccccc4C(F)(F)F)cc3c2C1 (stereo not given),3.6%
COc1ccc(CNC2c3ccccc3-c3ccccc32)cc1OC,-3.7%
CC(C)C#Cc1ccc2c(c1)O[C@@H](CN(C)C(=O)c1cnccn1)[C@@H](C)CN([C@@H](C)CO)S2(=O)=O,-2.1%
NC(=O)c1cc(NC(=O)c2cc(Br)c(Br)s2)cc(C(N)=O)c1,7.8%
c1ccc(-c2csc(Nc3cccnc3)n2)cc1,-0.6%
CCC(C(=O)N1CCN(c2cc(Cl)ccc2C)CC1)n1nc(C)c2sc3ccccc3c2c1=O (stereo not given),13.7%
O=C(CSC1=N/C(=C/c2ccco2)C(=O)N1c1ccc(OC(F)F)cc1)NC1CCS(=O)(=O)C1 (stereo not given),0.3%
COc1cccc(Cn2c(SCc3ccc(C(=O)N4CCCCC4)cc3)nc3ccncc32)c1,5.3%
CCOC(=O)c1c(C)oc2nc(C)nc(NCc3ccc(OC)cc3)c12,1.7%
CCCNC(=O)CN1C(=O)c2cccnc2Sc2ccccc21,7.8%
CCN1CCN(c2nc(-c3ccccc3)c3ccccc3n2)CC1,-19.5%
Cc1ccc(Cl)cc1N1CCN(S(=O)(=O)c2cc(Br)cc3c2N(C(=O)C2CC2)CC3)CC1,-5.5%
CCOc1ccc(-n2c(=O)c3c4c(sc3n(Cc3cccc(C)c3)c2=O)CCCC4)cc1,-4.4%
CCOc1ccc(/C=N/NC(=O)c2c(-c3ccccc3)noc2C)cc1,-4.6%
Cc1c(OCc2ccc([N+](=O)[O-])cc2)ccc2c3c(c(=O)oc12)CCC3,-2.1%
CN(C(=O)C1CC1)c1ccccc1,14.1%
Cc1ccccc1CN1C[C@@H]2C[C@@H](c3cn[nH]c3-c3ccc(F)cc3)N3CCC[C@@]23C1=O,3.2%
COc1ccc(CCNC(=O)Cn2ncc3c(=O)oc4ccccc4c32)c(OC)c1,-7.4%
NC(=O)N/N=C/c1ccc(OCc2cccc(Cl)c2)cc1,-2.8%
CCOc1ccc(S(=O)(=O)N2CCC(N3CCN(Cc4ccc(F)cc4)C(=O)C3=O)CC2)cc1,5.6%
O=C(c1ccc2c(c1)OCO2)c1cn(Cc2ccc(Cl)cc2)c2ccc(F)cc2c1=O,-2.3%
C[C@@H]1CN([C@H](C)CO)C(=O)CCCn2nncc2CO[C@H]1CN(C)S(=O)(=O)c1ccc(C#N)cc1,6.5%
Cc1cccc(N(CC(=O)Nc2ccccc2C(F)(F)F)S(=O)(=O)c2ccccc2)c1C,-6.1%
O=C(CN1CCN(C(=O)c2ccco2)CC1)Nc1ccc(Br)cc1,-7.0%
CC1N=C(SCC(=O)c2ccc(F)cc2)N2C(C)N=C(SCC(=O)c3ccc(F)cc3)N12 (stereo not given),-5.4%
CC(=O)Nc1cccc(C(=O)OCC(=O)NC(=O)NC2CCCC2)c1,2.6%
Cc1cccc(Cc2c(C)nc3nc(SCc4ccccc4Cl)nn3c2C)c1,5.5%
Cc1cc(C)cc(NC(=O)C2CCCN(c3cnccn3)C2)c1 (stereo not given),-7.2%
CN(C)NC(=S)Nc1cccc(Cl)c1,0.9%
CN(C)S(=O)(=O)c1cc(NC(=O)COC(=O)/C=C/c2ccco2)ccc1Cl,-5.3%
CCOc1ccc(N(Cc2ccccc2)C(=O)c2nc(S(C)(=O)=O)ncc2Cl)cc1,15.3%
O=C(c1ccc(OC(F)(F)F)cc1)c1ncc[nH]1,2.3%
CCOc1cc(C(=O)N2CCc3c([nH]c4ccccc34)C2c2ccccc2)cc(OCC)c1OCC (stereo not given),5.5%
COc1ccc(-c2n[nH]c3c2C(c2ccc(Cl)cc2Cl)NC3=O)cc1 (stereo not given),7.3%
COc1ccc2sc(N(Cc3cccnc3)C(=O)COc3ccccc3)nc2c1,u

Source: PubChem BioAssay (National Center for Advancing Translational Sciences (NCATS))
